F508del corr: F508del CFTR correction, initial screen, CFBE line, single point | CFBE cells, YFP halide quenching; stimulated with forskolin plus potentiator P3; % fluorescence drop versus neutral controls | activity (quench increase), % at 7.58 µM | actives 0.36% (n = 350,000);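 active means mean added fluorescence quench of at least 8% versus neutral control, with both replicates also reaching 8%; inconclusive means only one of the mean or replicate conditions met; inactive means mean below 8% and not both replicates reaching 8%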;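 further: cells transiently co-express mutant CFTR-F508del with the halide-sensitive YFP; corrector assay measuring rescue of mutant channel to the surface after 24 h compound exposure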
DENV2 CPE rescue: inhibitors of DENV2 cytopathic effect, primary screen, cell-based, plate reader, single concentration | DENV2-infected cells, cytopathic effect rescue | CPE inhibition, % at 9.99 µM | actives 1.7% (n = 350,000) | AID 651640, 2012; in the data active means CPE inhibition above about 20%, passing the limit was not always enough; inconclusive means no clear call, values can overlap the other calls; tested in BHK-21 cells;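 further: 0% = median of neutral control wells and 100% = median of positive control wells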
ERp5 inh: inhibitors of ERp5-driven insulin aggregation, primary screen, biochemical, turbidity, absorbance 650 nm, single point | actives 0.05% (n = 350,000) | Protein disulfide-isomerase A6 (Homo sapiens), Q15084 | inhibition, % at 9.99 µM | 90 min | AID 651711, 2012;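 active means mean replicate inhibition above about 25%, with every replicate also reaching it, limit read from the data, passing the limit was not always enough; inconclusive means only one of those two criteria met; inactive means neither criterion met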
Target sequence (Q15084 whole entry, looked up): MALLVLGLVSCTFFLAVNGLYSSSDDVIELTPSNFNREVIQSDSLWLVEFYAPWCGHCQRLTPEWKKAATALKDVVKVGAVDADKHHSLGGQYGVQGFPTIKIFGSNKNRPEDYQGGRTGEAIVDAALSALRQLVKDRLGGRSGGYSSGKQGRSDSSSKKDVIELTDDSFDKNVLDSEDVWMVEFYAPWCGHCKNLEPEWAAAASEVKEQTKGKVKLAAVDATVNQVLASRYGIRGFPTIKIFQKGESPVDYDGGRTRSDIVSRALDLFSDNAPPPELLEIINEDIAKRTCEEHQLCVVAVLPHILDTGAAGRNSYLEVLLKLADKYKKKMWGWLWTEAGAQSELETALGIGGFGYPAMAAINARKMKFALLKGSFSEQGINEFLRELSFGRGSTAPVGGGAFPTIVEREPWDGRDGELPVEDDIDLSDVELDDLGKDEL
Xi reactivation: activators of inactive X chromosome reactivation, primary screen, imaging, XiGFP fibroblasts, GFP high-content imaging, set 2; XiGFP mouse fibroblasts, % GFP-positive cells imaging, 3 d; cells co-treated with 5-aza-dC sensitizer; scaled so ellipticine positive control = 100%; actives 0.055% (n = 360,000); activation, % at 7.58 µM;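 active means mean normalized replicate activation at least 10% and every replicate at or above 10%; inconclusive means only one of the two criteria met; inactive means mean below 10% and not all replicates reach 10%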;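 further: 0% = median of on-plate neutral control wells and 100% = ellipticine 6 µM median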
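assay system = SV40-immortalized XiGFP fibroblast cells, line 68-5-11 | buffer or medium = DMEM plus 5-aza-dC sensitizer | doses = single-point pinned compound dosing | times = 3-day compound exposure, then 15 min fixation at room temperature | benchmarks = positive control ellipticine, 6 µM final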
EWS-Fli inh: EWS/Fli-driven NR0B1 reporter inhibitors, primary screen, A673 cells, NR0B1 luciferase, luminescence, MLPCN library; inhibition, % at 12.6 µM; viability-normalised; actives 0.67% (n = 350,000);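 active means mean inhibition of at least 50% after viability correction, with every replicate also passing that limit; inconclusive means mean reaches 50% but only one of two replicates passes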;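 further: firefly luciferase signal divided by Alamar Blue viability fluorescence both relative to DMSO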
ARNT TACC3 PPI: disruptors of ARNT/TACC3 protein interaction, primary screen, biochemical, AlphaScreen, single concentration | AlphaScreen His-ARNT PAS-B/GST-TACC3 binding, luminescence; TACC3 fragment carries E629A point mutation | inhibition, % at 9.99 µM | actives 0.66% (n = 390,000);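 active means mean inhibition of replicates at least 50% and at least half of replicates each reaching 50%; inconclusive means half or more replicates reach 50% but mean below 50%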;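 further: 0% = complete ARNT plus TACC3 wells and 100% = ARNT alone without TACC3; many hits fall short of the cut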
INS-1E GSIS act: GLuc luminescence reporter in INS-1E cells, primary screen for activators of glucose-dependent secretion of insulin. actives 0.61% (n = 370,000). AID 743287, 2014. activation, % at 16.6 µM. INS-1E GLuc reporter insulin secretion, 2-3 h;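 active means lowest replicate activation of at least 40%, so every replicate reaches that level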;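 further: 0% = median of neutral control wells and 100% = median of IBMX positive control wells; some compounds called inactive have numbers as strong as hits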
PAX8 inh HTS: inhibitors of PAX8-driven TPO luciferase reporter, primary screen, RMG-I cells, single concentration; SteadyGlo, 24 h; actives 1.2% (n = 360,000); inhibition, % at 12.6 µM;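 active means mean replicate inhibition at least 60% with every replicate also reaching 60%; inconclusive means only one of the two criteria is met; inactive means mean below 60% and not all replicates reaching 60%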;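 further: luciferase light reporting Pax8 driven TPO promoter activity; plate controls were median of neutral control wells for no effect and mitoxantrone controls for full effect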
* hit, by the source's call; ? = inconclusive; . = not tested or not shown; & = joins results of further samples.

cpd	SMILES	F508del corr	DENV2 CPE rescue	ERp5 inh	Xi reactivation
1	CO[C@@H](CN(C)Cc1cc(F)ccc1F)[C@@H](C)CN([C@H](C)CO)S(=O)(=O)c1ccc(C)cc1	3.0	-5	2	0.1
2	COc1ccc(C(C(=O)NC(C)(C)C)n2c(COc3ccc(C)cc3)nc3ccccc32)cc1 (stereo not drawn)	2.0	-9	-4	.
3	O=C(Nc1ccccc1)Nn1cnnc1	1.6	0	2	0.1
4	COc1ccc(S(=O)(=O)N(C)C[C@H]2Oc3ccc(NC(=O)NC4CCCCC4)cc3C(=O)N([C@@H](C)CO)C[C@@H]2C)cc1	-0.7	3	-10	0.0
5	COC(=O)[C@]12CCCCC=C1N(Cc1cccc3ccccc13)C(=O)[C@H](CC(=O)NCCc1ccccc1OC)C2	4.0	2	0	-0.1
6	CC(=O)c1ccc(-c2cnc3c(NC=O)cc(-c4ccc(C(=O)NC5CC5)cc4)cn23)cc1	-1.1	0	0	-0.1
7	Cn1c(=O)c2cc(S(=O)(=O)NCCC(=O)NC3CCCCCCC3)ccc2n(C)c1=O	0.6	.	4	.
8	Nn1c(SCC(=O)NC2CCCC2)nnc1C(F)(F)F	2.9	-5	5	-0.1
9	O=C(NCC[C@H]1CC[C@H](NC(=O)c2ccccc2F)[C@@H](CO)O1)c1cnccn1	-0.1	-8	4	0.6
10	C[C@@H]1CN([C@@H](C)CO)C(=O)c2cc(Br)cnc2O[C@H]1CN(C)C(=O)c1ccncc1	-4.4&-3.5	?	6&0	-0.3&-0.9
11	O=C(N[C@H]1CC[C@@H](CCNC(=O)C2CCOCC2)O[C@H]1CO)c1ccncc1	-0.5	-15	-3	-0.2
12	O=C(COC(=O)CN1C(=O)c2ccccc2C1=O)Nc1ccccc1C(F)(F)F	-1.4	?	1	0.0

cpd	EWS-Fli inh	ARNT TACC3 PPI	INS-1E GSIS act	PAX8 inh HTS
1	6	6	-9	.
2	-19	.	-15	8
3	12	-9	-11	12
4	-10	-1	-6	.
5	2	.	-26	6
6	4	.	0	45
7	15	34	8	.
8	36	.	-9	0
9	5	2	-1	0
10	0&-2	-8	2&8	-3
11	-2	10	2	5
12	-20	.	-7	-6

Additional structures:
cpd	SMILES	F508del corr	DENV2 CPE rescue	ERp5 inh	Xi reactivation
13	CN1CCN(NC(=O)/C=C/c2cccc([N+](=O)[O-])c2)CC1	.	11	1	-0.1
14	CN1c2ccc(C#Cc3cccnc3)cc2[C@@H]2[C@@H](CCN2C(=O)c2cccc(F)c2)[C@H]1CO	2.6	59*	.	0.2
15	Cc1ccc(S(=O)(=O)N(C)C[C@H]2OCCCC[C@@H](C)Oc3ccc(NC(=O)Nc4ccc(C(F)(F)F)cc4)cc3C(=O)N([C@@H](C)CO)C[C@H]2C)cc1	1.4	24*	-2	0.3
16	COc1ccccc1C(=O)Nc1ccnn1C1CCN(C2CCCCC2)CC1	-4.3	4	-8	0.1
17	COc1ccc(C(=O)Nc2cccc3nc(C)ccc23)cc1OC	1.8	0	1	0.1
18	CCCN1C[C@H](C)[C@@H](OC)CN(C)C(=O)c2cc(NC(=O)C3CCOCC3)ccc2OC[C@@H]1C	-3.9	-2	6	0.1
19	c1ccc(Sc2cccc3ccccc23)c(CNC2=NCCN2)c1	.	.	.	0.0
20	COc1ccc(NC(=O)/C(C#N)=C/c2ccc[nH]2)c(OC)c1	0.6	-7	2	0.4
21	O=c1c(OC2OC(CO)C(O)C(O)C2OC2OC(CO)C(O)C(O)C2O)c(-c2ccc(O)cc2)oc2cc(O)cc(O)c12 (stereo not drawn)	0.1	19	-1	.
22	O=C(NCc1cn(-c2ccccc2)nc1-c1ccc(F)cc1)c1cccc([N+](=O)[O-])c1	4.5	7	2	0.2
23	COc1cc(CCN=Cc2cc(Cl)cc(Cl)c2O)c([N+](=O)[O-])cc1OC	-1.6	-6	2	0.1
24	C[C@@H]1CCCCO[C@@H](CN(C)CC2CC2)[C@H](C)CN([C@@H](C)CO)C(=O)c2cc(NC(=O)Nc3ccc4c(c3)OCO4)ccc2O1	1.7	2	12	0.1

cpd	EWS-Fli inh	ARNT TACC3 PPI	INS-1E GSIS act	PAX8 inh HTS
13	6	-2	-15	12
14	15	3	-19	-6
15	-9	3	21	34
16	-1	.	13	16
17	7	-8	-6	-36
18	-3	17	4	.
19	.	-5	-11	13
20	-14	-1	19	-25
21	2	-4	13	.
22	-6	.	-20	18
23	4	.	-3	-3
24	.	2	-14	-15

Full records, looked up by structure.
O=c1c(OC2OC(CO)C(O)C(O)C2OC2OC(CO)C(O)C(O)C2O)c(-c2ccc(O)cc2)oc2cc(O)cc(O)c12 (stereo not drawn) in the list: F508del corr: 0.1; DENV2 CPE rescue: 19; ERp5 inh: -1; Xi reactivation: .; EWS-Fli inh: 2; ARNT TACC3 PPI: -4; INS-1E GSIS act: 13; PAX8 inh HTS: .
COc1ccc(C(=O)Nc2cccc3nc(C)ccc23)cc1OC in the list: F508del corr: 1.8; DENV2 CPE rescue: 0; ERp5 inh: 1; Xi reactivation: 0.1; EWS-Fli inh: 7; ARNT TACC3 PPI: -8; INS-1E GSIS act: -6; PAX8 inh HTS: -36

Going on with the list:
cpd	SMILES	F508del corr	DENV2 CPE rescue	ERp5 inh	Xi reactivation
25	O=C(c1ccccn1)N1CC2(C1)[C@@H](c1ccccc1)[C@@H](CO)N2C(=O)C1CCCC1	1.7	7	-2	0.0
26	N[C@H]1CC[C@H](CCn2cc(C3CCCCC3)nn2)O[C@@H]1CO	0.0	-7	-2	0.0
27	CO[C@H]1CN(C)C(=O)c2ccc(NS(=O)(=O)c3cccc(C)c3)cc2OC[C@@H](C)NC[C@@H]1C	-0.4	12	0	0.0
28	CC(=O)N1C[C@@H](CO)[C@@H](N(C)C(=O)C2CCCCC2)C[C@H]1c1ccccc1	-7.0	0	1	0.0
29	O=C(NCc1ccc(Cl)cc1)c1cc(S(=O)(=O)N2CCCCC2)c[nH]1	1.7	13	7	-0.2
30	CC(=O)N(C)C[C@@H]1Oc2ncc(C3=CCCC3)cc2C(=O)N([C@@H](C)CO)C[C@@H]1C	-2.0	3	-1	0.6
31	C[C@]12CC[C@H](O)CC1=C[C@H](O)C1C2CC[C@@]2(C)C1CC[C@@]2(O)C#Cc1ccc(CN)cc1 (stereo partly drawn)	4.7	-8	2	-0.1
32	COc1ccc(CCN2CC(C(=O)NCc3cccc(F)c3)CCC2=O)cc1 (stereo not drawn)	1.9	-8	5	-0.1
33	O=C(O)c1cc(S(=O)(=O)Nc2ccc3cn[nH]c3c2)ccc1O	0.5	-1	0	-0.1
34	CCS(=O)(=O)NC[C@@H]1[C@@H](c2ccccc2)[C@@H](CO)N1CC1CCCCC1	-2.3	-3	1	0.4
35	Cc1nc2c(C#N)cnn2c2c1CCN(Cc1ccccc1)N2C	3.0	-5	0	0.0
36	Cc1ccc(NC(=O)COC(=O)C2CCN(c3ccc(C(F)(F)F)cn3)CC2)cc1	1.5	-3	8	0.1

cpd	EWS-Fli inh	ARNT TACC3 PPI	INS-1E GSIS act	PAX8 inh HTS
25	-2	.	-13	.
26	-5	-4	-11	-4
27	-7	-3	11	.
28	-3	.	19	8
29	8	-1	-36	-3
30	-3	0	23	.
31	5	-3	.	12
32	-8	.	9	-3
33	1	6	7	-1
34	4	.	2	.
35	-11	-9	5	16
36	-5	-4	-23	-20

(next part)
cpd	SMILES	F508del corr	DENV2 CPE rescue	ERp5 inh	Xi reactivation
37	O=C(NC1CCCC1)c1cc(-c2ccc(Cl)cc2Cl)on1	-0.5	-2	0	0.2
38	Cc1ccc(C)c(OCCC(=O)OCc2csc(CC(=O)Nc3ccccc3C)n2)c1	1.2	-3	0	0.4
39	N#Cc1ccccc1OCC(=O)NNC(=O)CCC1CCCC1	.	3	-1	0.0
40	C(=C\c1ccccc1)/CN1CCN(C(CCc2ccccc2)c2nnnn2C2CCCC2)CC1 (stereo not drawn)	-0.7	-4	8	0.1
41	CCCCNC(=O)C1(C)CCN1Cc1cccc2c(OC)cc(C(=O)OCC)cc12 (stereo not drawn)	6.0	-5	0	0.0
42	COc1ccccc1-n1cc(C(=O)NCC(=O)N2CCN(c3ccccn3)CC2)c2ccccc2c1=O	-1.8	0	-4	-0.2
43	CCCNC(=O)N1CC2(CCN(CC3CCCCC3)CC2)c2c(n(C)c3cc(OC)ccc23)[C@@H]1CO	-0.6	4	12	0.3
44	Cc1ccc(C(c2ccc(C)c(C)c2)C(O)C2OC(=O)C(O)C2O)cc1C (stereo not drawn)	1.4	2	6	0.0
45	COc1cccc(C(=O)Nc2cccc(NC(=O)c3cccs3)c2)c1	-2.6	2	0	0.0
46	Cc1nnc(NC(=O)C23CC4CC(CC(C4)C2)C3)s1	-0.2	2	5	0.2
47	CCc1ccc(NC(=O)Nc2ccon2)cc1	0.3	-3	1	0.1
48	C[C@H](CO)N1C[C@H](C)[C@@H](CN(C)C(=O)Nc2ccc(C(F)(F)F)cc2)Oc2ccc(NC(=O)C3CC3)cc2C1=O	1.7&-2.1	-2&19	0&14	-0.7&0.9

cpd	EWS-Fli inh	ARNT TACC3 PPI	INS-1E GSIS act	PAX8 inh HTS
37	.	-15	-4	-165
38	1	-1	-20	5
39	0	0	.	5
40	2	.	-39	7
41	-6	.	.	13
42	-25	7	0	-23
43	1	.	16	.
44	-2	-9	16	1
45	-8	3	-12	-9
46	-3	6	4	-15
47	.	-11	-14	-96
48	-3&6	-2&4	-20	16

Further records:
cpd	SMILES	F508del corr	DENV2 CPE rescue	ERp5 inh	Xi reactivation
49	C[C@H](CO)N1C[C@H](C)[C@H](CN(C)C(=O)C2CC2)Oc2cc(-c3cccnc3)ccc2S1(=O)=O	0.4	.	.	-0.2
50	OC(c1ccc(F)cc1)c1ncc(-c2cccc3ccccc23)[nH]1 (stereo not drawn)	-2.2	1	-1	-0.1
51	C[C@H]1CN([C@@H](C)CO)C(=O)c2cc(NC(=O)CCN3CCOCC3)ccc2O[C@H]1CN(C)Cc1ccc(C(=O)O)cc1	-0.4	5	3	-0.8
52	CCOC(=O)c1cc(NC(=O)c2cccnc2)ccc1N1CCOCC1	-2.0	-3	1	0.0
53	O=C(c1cc[n+]([O-])cc1)N1CCCC(N2CCN(c3cccc(C(F)(F)F)c3)CC2)C1 (stereo not drawn)	-3.3	4	-4	0.0
54	CCn1c(SCC(=O)Nc2ccc(C(C)=O)cc2)nc2nc3c(cc2c1=O)COC(C)(C)C3	2.7	0	2	0.2
55	CC1(C)CC(=O)C2=C(C1)OC(N)=C(C#N)[C@@H]2c1ccccc1[N+](=O)[O-]	-0.6	?	2	0.3
56	O=C(C[C@H]1C[C@@H]2c3cc(NC(=O)C4CCOCC4)ccc3O[C@@H]2[C@@H](CO)O1)NC1CCCCC1	-1.6	15	1	0.0

cpd	EWS-Fli inh	ARNT TACC3 PPI	INS-1E GSIS act	PAX8 inh HTS
49	-9	.	8	.
50	-7	.	-16	6
51	-6	-8	5	.
52	5	8	13	7
53	.	8	2	6
54	-46	-5	7	-77
55	5	3	-21	16
56	-1	-7	-5	-5

From PubChem BioAssay
